HMGR II inh: E. faecalis class II HMG-CoA reductase inhibition. purified E. faecalis HMGR, NADPH absorbance 340 nm kinetic. inhibition, % at 10 µM. 0.41% of 190,000 active. AID 1066;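 active = inhibition above a set limit, the median over all tested compounds plus 3 SD, cut at about 9.5% in these data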;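 note: enzyme runs in reverse so mevalonate oxidation gives rising NADPH absorbance; 0% = complete reaction with DMSO and 100% = background rate lacking mevalonate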
Diaph inh CS: diaphorase inhibition or chemical oxidation counter-screen | inhibition, % at 20 µM | 0.69% of 190,000 active | diaphorase resazurin-to-resorufin fluorescence, NADH, 16 min; bacterial (C. kluyveri) enzyme, not human;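 active = primary screen inhibition at 20 µM above a set limit, cut at about 50% in these data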;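 note: plate controls were DMSO with full reaction for no effect and wells lacking NADH for full effect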
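Detection: fluorescence of resorufin formed from resazurin, Ex 544/Em 590 nm; test system: Clostridium kluyveri diaphorase enzyme; amount: 0.14 U/mL diaphorase, enzyme working solution; times: 16-min room-temperature incubation before reading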
FLuc stim CS: affects firefly luciferase, flagging false hits in luciferase stimulation screens. activation factor at 10 µM. AID 1027. 200,000 tested, under 10 active. P08659. ATPlite luciferase biochemical, luminescence, 10 min; 0 = ATP-free wells, 1 = DMSO control;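 active = luciferase activation factor, scaled between plate controls, of at least 2 with compound at 10 µM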
Target sequence (P08659 whole entry, looked up): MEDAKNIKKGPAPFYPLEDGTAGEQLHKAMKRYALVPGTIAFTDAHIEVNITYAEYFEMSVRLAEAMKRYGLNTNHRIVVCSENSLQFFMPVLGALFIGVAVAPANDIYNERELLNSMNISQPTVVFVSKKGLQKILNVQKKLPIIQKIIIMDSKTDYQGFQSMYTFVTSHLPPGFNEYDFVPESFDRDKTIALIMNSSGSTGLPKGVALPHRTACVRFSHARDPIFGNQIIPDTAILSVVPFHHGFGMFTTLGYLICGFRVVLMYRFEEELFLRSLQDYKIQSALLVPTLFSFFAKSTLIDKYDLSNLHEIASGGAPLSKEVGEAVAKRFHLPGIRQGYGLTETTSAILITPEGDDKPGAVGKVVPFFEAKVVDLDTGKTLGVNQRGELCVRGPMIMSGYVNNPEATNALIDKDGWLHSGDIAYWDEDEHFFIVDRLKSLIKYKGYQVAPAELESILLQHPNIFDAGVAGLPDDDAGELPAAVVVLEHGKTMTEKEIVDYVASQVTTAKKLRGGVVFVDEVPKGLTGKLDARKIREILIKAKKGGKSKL
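assay system = Luciferase/luciferin detection reagent, cell-free biochemical luciferase assay | also added = ATP substrate | times = 10 min post-reagent at room temperature | measured by = luminescence from luciferase reaction | measure = luciferase activation, seen as luminescence increase over controls | benchmarks = low control with PBS replacing ATP, high control enzyme plus ATP without compound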
TNAP inh noacc: inhibitors of human TNAP without phosphate acceptor. P05186. purified TNAP, CDP-star luminescence, 30 min. inhibition, % at 20 µM. 0.26% of 200,000 active. AID 1012;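 active = tissue-nonspecific alkaline phosphatase inhibition above about 50% at 20 µM in the single-dose screen, limit read from the data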;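 note: 0% = DMSO negative control and 100% = EDTA positive control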
Target sequence (P05186 whole entry, looked up): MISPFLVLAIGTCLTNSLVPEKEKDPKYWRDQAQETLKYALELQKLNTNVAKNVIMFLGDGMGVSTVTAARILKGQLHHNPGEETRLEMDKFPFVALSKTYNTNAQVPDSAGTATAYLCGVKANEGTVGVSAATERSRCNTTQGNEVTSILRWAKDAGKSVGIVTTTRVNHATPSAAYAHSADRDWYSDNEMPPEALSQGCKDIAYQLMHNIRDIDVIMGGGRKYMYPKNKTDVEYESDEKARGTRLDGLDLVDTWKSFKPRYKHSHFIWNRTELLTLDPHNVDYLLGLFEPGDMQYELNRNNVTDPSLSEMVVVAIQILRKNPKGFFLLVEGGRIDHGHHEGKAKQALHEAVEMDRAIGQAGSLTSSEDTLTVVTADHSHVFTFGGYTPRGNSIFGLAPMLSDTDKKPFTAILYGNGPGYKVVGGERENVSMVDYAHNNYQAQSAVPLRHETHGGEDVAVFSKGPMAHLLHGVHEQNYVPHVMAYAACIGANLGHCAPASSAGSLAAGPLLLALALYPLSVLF
TNAP act hiacc: increases human TNAP activity under high phosphate acceptor concentration; activation factor at 20 µM; 200,000 tested, under 10 active; purified TNAP, CDP-star luminescence, 1 M DEA, 30 min; active compounds read high; 0 = EDTA background, 1 = DMSO-only activity; AID 1136; P05186;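 active = activation factor at least 2 at 20 µM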
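Measured by: Luminescent substrate turnover signal | Test system: Human TNAP | Input: TNAP 1/800 final | Dosing: 20 µM single point | Schedule: 30 min, room temperature | Controls: EDTA wells as negative control, DMSO wells as positive control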
Diaphorase act: activates diaphorase or chemically reduces, flagging diaphorase assay artifacts; 0.005% of 190,000 active; Diaphorase/resazurin coupled assay, resorufin fluorescence, 16 min; active compounds read high; 1 = vehicle wells, 0 = NADH-free wells; activation factor at 20 µM;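 active = diaphorase activity raised at least twofold by the compound at 20 µM; inactive = activation factor below 2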
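Assay system: Purified diaphorase enzyme from Clostridium kluyveri | Amount: Enzyme 0.07 U/mL final | Dosing: Compound 20 µM once, DMSO 1% | Timing: 16 min reaction at room temperature | Detection: Fluorescence, excitation 544 nm and emission 590 nm | Evaluation: Higher resorufin formation from activation or reduction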
PMI act hi M6P: PMI (human) activation, high substrate; 0.34% of 190,000 active; activation factor at 20 µM; coupled PMI enzyme assay, resazurin fluorescence, 20 min; active compounds read high; 1 = untreated enzyme, 0 = substrate-free blank;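 active = activation factor of 2 or more at 20 µM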
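Material: human phosphomannose isomerase with PGI, G6PDH, diaphorase coupling enzymes. Quantity: 15 ng/mL PMI. Medium: HEPES pH 7.4 buffer with MgCl2 and Tween-20. Reagent: Near-saturating mannose-6-phosphate, 1.0 mM. Compound: 20 µM single dose. Times: enzyme reaction with compound 20 min at room temperature. Detection: resorufin fluorescence at Ex 544/Em 590 nm.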
PMI act: phosphomannose isomerase (human) activation | activation factor at 20 µM | purified human PMI, coupled resazurin fluorescence, 20 min; active compounds read high; 1 = vehicle control, 0 substrate-free wells | P34949 | 0.005% of 190,000 active;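 active = activation factor of 2 or more at 20 µM, relative to plate controls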
TNAP inh hiacc: inhibitors of human TNAP at high phosphate acceptor concentration; purified TNAP, CDP-star luminescence, 1 M DEA; inhibition, % at 20 µM; 0.03% of 200,000 active;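 active = over 50% inhibition of tissue-nonspecific alkaline phosphatase at 20 µM in the single-dose screen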;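 note: plate controls were DMSO wells for no effect and EDTA-quenched wells as full inhibition for full effect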
G6PDH CS: inhibits Leuconostoc G6PDH, flagging false hits in G6PDH-based assays | Purified L. mesenteroides G6PDH, diaphorase/resazurin coupled fluorescence, 45 min | inhibition, % at 5 µM | 0.12% of 200,000 active | AID 1020; in the data active = inhibition above about 50%
Starred values were filed as active, the others as inactive; · = not tested or not shown. Compounds as they come (roughly 1.7% active in at least one column).

SMILES | HMGR II inh | Diaph inh CS | FLuc stim CS | TNAP inh noacc | TNAP act hiacc | Diaphorase act | PMI act hi M6P | PMI act | TNAP inh hiacc | G6PDH CS
O=C(CSc1ccsc1[N+](=O)[O-])N1CCN(c2ccccn2)CC1 | -4.5 | 24.4 | 1.1 | -9.3 | 1.1 | 0.8 | 0.9 | 1 | -5.7 | -0.5
CC(NC(=O)COC(=O)CCc1ccccc1)c1ccccc1 (stereo not drawn) | -5.5 | 4.1 | 1 | -8.2 | 1.1 | 1 | 1 | 1 | -6.9 | -0.1
CCOC(=O)C1(CC2CC2)CCN(C(=O)c2cc(C3CC3)nc3ccccc23)CC1 | 0.3 | 7.2 | 1 | -5.0 | 1.1 | 0.9 | 0.9 | 0.9 | -6.8 | 10.3
CSc1nc(N2CCN(c3ccccc3Cl)CC2)c2ccccc2n1 | -5.0 | 21.6 | 1 | -3.0 | 1 | 0.8 | 0.8 | 0.7 | -0.5 | 9.4
COc1cc(C(NC(C)=O)NC(C)=O)ccc1OCc1ccccc1 | -2.7 | 4.3 | 1.1 | -4.0 | 1.1 | 1 | 1.1 | 1.1 | -6.3 | 3.0
CC(=S)c1c(C)cc2cc(C)ccn12 | -4.5 | 6.9 | 1.1 | 15.2 | 0.9 | 0.9 | 0.7 | 0.9 | 9.9 | -4.5
O=C(NCC1CCCO1)NC1CCCCC1 (stereo not drawn) | -1.5 | 1.9 | 1 | -9.5 | 1 | 1 | 1 | 1 | -0.1 | 5.7
O=C(CN1CCN(Cc2ccccc2Cl)C1=O)NCc1ccco1 | -0.5 | 16.1 | 1.1 | -3.6 | 1.1 | 0.8 | 1 | 1.1 | -9.4 | 5.8
O=C1c2ccccc2NC(c2ccc(-c3ccc(Br)cc3)o2)N1O (stereo not drawn) | 7.1 | 27.1 | 1.1 | -18.1 | 1.1 | 0.7 | 1.2 | 1.1 | -7.6 | 3.4
O=C(NCCSc1c[nH]c2ccccc12)c1ccc(Br)o1 | -0.7 | 21.7 | 1.1 | -14.4 | 1 | 0.8 | 0.8 | 0.8 | 0.3 | -19.7
Cc1cccc(C(c2c(C)nn(-c3ccccc3)c2N)c2c(C)nn(-c3ccccc3)c2N)c1 | -5.7 | 29.5 | 1.2 | 3.2 | 1 | 0.7 | 0.8 | 0.7 | -4.3 | -15.9
FC(F)(F)c1cnc(-c2cnc3c(-c4ccc(Cl)cc4)cnn3c2)c(Cl)c1 | 1.5 | 0.6 | 1 | -6.9 | 1 | 1 | 0.9 | 0.9 | -2.1 | -13.2
O=C1CCC/C(=N/NC(=O)C2CCN(S(=O)(=O)c3cccs3)CC2)C1 | 1.0 | 12.4 | 1.1 | -9.2 | 1.1 | 0.9 | 1 | 1 | -8.3 | -3.2
Cc1ccc(OCCn2cnc(Cl)c2Cl)cc1 | -1.5 | 9.1 | 1.1 | -2.1 | 1.1 | 0.9 | 1.1 | 1 | -6.1 | 15.7
Cc1ccc(S(=O)(=O)N(CC(O)CN(C)C)c2ccccc2)cc1 (stereo not drawn) | -0.6 | 5.1 | 1.1 | -7.0 | 1 | 0.9 | 1 | 1 | -0.8 | 20.7
CC(=O)Nc1nc2ccccc2n1Cc1ccccc1 | -4.0 | 6.3 | 1.1 | -10.0 | 1 | 0.9 | 1 | 1 | -4.0 | -2.7
Cc1ccc(NC(=O)CN2CCC3(O)CCCCC3C2c2ccc3c(c2)OCO3)c(C)c1 (stereo not drawn) | 4.4 | 13.8 | 1.1 | 4.2 | 1 | 0.9 | 1 | 1 | -4.4 | 14.1
O=C(NCCCc1ccccc1)Nc1cccc(Cl)c1 | -4.3 | 11.5 | 1 | -37.1 | 1.1 | 0.9 | 0.9 | 0.8 | -10.8 | 18.2
N#C/C(=C\c1ccc(O)c(O)c1)C(=O)NCCCc1ccccc1 | -5.4 | 34.3 | 1 | 79.0* | 0.7 | 0.7 | 1.1 | 0.8 | 34.2 | 18.3
COc1cc(-c2nc(-c3ccc(-c4ccccc4)nc3OC)no2)cc(OC)c1OC | · | 2.9 | 1.1 | 1.8 | 1.1 | 1 | 1.1 | 1 | -7.8 | 3.6
CC(O)CNc1cnccn1 (stereo not drawn) | -11.1 | -3.2 | 1 | -0.8 | 1 | 1 | 1 | 1 | 0.6 | 5.1
CC(=O)Sc1nc(-c2ccccc2)[nH]c1S(=O)(=O)c1ccc(C)cc1 | -2.0 | 36.5 | 1 | -10.4 | 1.1 | 0.6 | 2.2* | 1.4 | -6.9 | 14.6
Nc1nc2ccccc2n1/N=C/c1ccc(Br)cc1 | -3.1 | 3.1 | 0.9 | -7.7 | 1 | 1 | 0.9 | 0.9 | -3.1 | -7.0
c1ccc2cc(Sc3ncnc4c3oc3ccccc34)ccc2c1 | -2.6 | 15.3 | 1.1 | -2.0 | 1.1 | 0.8 | 0.9 | 1 | -8.1 | 1.0
CC(=O)Nc1ccc(Oc2cnccn2)cc1 | -3.6 | 5.7 | 1 | -12.5 | 1 | 0.9 | 1 | 1 | 1.2 | -5.8

Reprinted from the part before: three compounds, followed by the next part.
SMILES | HMGR II inh | Diaph inh CS | FLuc stim CS | TNAP inh noacc | TNAP act hiacc | Diaphorase act | PMI act hi M6P | PMI act | TNAP inh hiacc | G6PDH CS
Nc1nc2ccccc2n1/N=C/c1ccc(Br)cc1 | -3.1 | 3.1 | 0.9 | -7.7 | 1 | 1 | 0.9 | 0.9 | -3.1 | -7.0
c1ccc2cc(Sc3ncnc4c3oc3ccccc34)ccc2c1 | -2.6 | 15.3 | 1.1 | -2.0 | 1.1 | 0.8 | 0.9 | 1 | -8.1 | 1.0
CC(=O)Nc1ccc(Oc2cnccn2)cc1 | -3.6 | 5.7 | 1 | -12.5 | 1 | 0.9 | 1 | 1 | 1.2 | -5.8
C/C(N)=C(/C#N)C(=O)COC(=O)c1ccc(C#N)cc1 | -3.4 | 15.3 | 1 | -23.2 | 1.1 | 0.8 | 1 | 1.1 | -5.7 | 0.0
Cc1scc(C(=O)NCc2ccco2)c1-c1ccccc1 | -5.3 | -1.5 | 1 | -12.2 | 1 | 1 | 1.1 | 1 | -4.7 | 16.3
O=c1c([N+](=O)[O-])cc(C(F)(F)F)cn1Cc1c(Cl)cccc1Cl | -1.8 | 18.8 | 1.1 | -2.3 | 1.1 | 0.8 | 1 | 1 | -6.6 | 8.4
CCOc1cccc2cc(C(N)=O)c(=NCc3ccccc3)oc12 | -23.0 | -2.6 | 1 | -9.3 | 1 | 1 | 1 | 1 | -2.9 | 6.8
CCCCCOC(=O)C1[C@H]2C(=O)N(CCCOC)C[C@]23C=C[C@H]1O3 (stereo partly drawn) | -4.2 | 10.8 | 1.1 | -3.9 | 1 | 0.9 | 1 | 1.1 | -2.7 | 8.3
O=C(N/N=C/c1c[nH]c2ccccc12)c1cccc([N+](=O)[O-])c1 | -5.1 | 6.9 | 1 | -0.4 | 1 | 0.9 | 1 | 1 | -0.2 | 17.3
CCN(Cc1ccccc1)C(=O)c1ccccc1C | -2.2 | 6.4 | 1 | -4.6 | 1 | 0.9 | 0.9 | 0.9 | 2.2 | -3.4
Cn1c(=O)c2c(nc(NCCc3ccccc3)n2CC(=O)NCCc2ccccc2)n(C)c1=O | -1.5 | 11.9 | 1.1 | -11.5 | 1.1 | 0.9 | 0.9 | 0.9 | -5.6 | 1.4
O=c1c2cc(Cl)ccc2oc2nc3n(c(=O)c12)CCCS3 | -5.4 | 25.0 | 1 | -11.9 | 1 | 0.8 | 0.9 | 1 | -3.9 | -4.2
c1ccc(CCNc2nc(-c3cccnc3)cs2)cc1 | -0.5 | 15.4 | 0.8 | -4.6 | 1 | 0.8 | 0.9 | 0.8 | -2.0 | 2.8
O=C(O)CC1=C(O)C(=O)N(c2ccccc2)C1c1ccccc1 (stereo not drawn) | 1.4 | 13.5 | 1 | -3.2 | 1 | 0.9 | 1 | 1 | 0.6 | 33.6
CC1Cc2cc(/C(O)=C3/C(=O)C(=O)N(CC4CCCO4)C3c3ccco3)ccc2O1 (stereo not drawn) | -1.1 | 15.1 | 1 | 0.7 | 1 | 0.8 | 1.2 | 1 | -3.9 | 9.8
Cn1c(=O)c2c(nc(CN3CCN(Cc4ccccc4)CC3)n2CCN2CCOCC2)n(C)c1=O | -0.7 | -10.0 | 1 | -11.6 | 1.1 | 1.1 | 1.1 | 1 | -7.3 | 4.7
NC(=O)C1CCN(CC(=O)NC2CCCc3ccccc32)CC1 (stereo not drawn) | -1.5 | 0.2 | 1.1 | -4.6 | 1 | 1 | 1.1 | 1.1 | -1.5 | 0.5
CCn1c2ccccc2c2cc(NC(=O)CSc3nnc(-c4cccc(OC)c4)n3N)ccc21 | 0.6 | 21.6 | 1 | -6.4 | 1 | 0.8 | 0.9 | 0.9 | -0.3 | -78.8
COc1cc(CCC(=O)OCC(=O)Nc2ccccc2C#N)cc(OC)c1OC | 3.9 | 4.9 | 1.1 | -7.7 | 1 | 1 | 1 | 1 | -4.8 | -6.7
Cc1ccccc1NC(=S)N(CCc1c(C)[nH]c2ccc(F)cc12)Cc1ccncc1 | -5.0 | 4.6 | 1 | -9.6 | 1.1 | 1 | 0.9 | 0.9 | -5.0 | 4.4
CSC1=NCCN1C(=O)C(C)Oc1ccccc1 (stereo not drawn) | 3.9 | 11.3 | 1.1 | -10.1 | 1 | 0.9 | 0.9 | 0.9 | -2.3 | 5.1
CCOc1ccc(NC(=O)c2cccnc2SC)cc1 | -0.2 | -12.6 | 0.8 | -0.3 | 1.1 | 1.1 | 1.2 | 1.3 | -5.9 | 7.3
Cc1ccc(S(=O)(=O)N2CCC(=O)N(C(COCc3ccc(C(F)(F)F)cc3)C(C)C)CC2)cc1 (stereo not drawn) | -3.1 | 24.1 | 1 | -0.9 | 1 | 0.8 | 0.9 | 0.9 | 2.1 | 20.3
Cc1ccc(C(=O)Oc2coc(CSc3nnc(NC(=O)c4cccs4)s3)cc2=O)cc1 | -9.4 | 4.5 | 1 | -11.3 | 1 | 1 | 1.1 | 1.1 | -3.4 | -0.4
O=C1c2cccnc2C(=O)N1Cc1cccs1 | -10.9 | 18.0 | 1 | -13.2 | 1 | 0.8 | 0.9 | 0.9 | -2.7 | 12.7
COc1ccccc1CC(NC(C)=O)C(=O)N1CCN(C(=O)c2cccs2)CC1 (stereo not drawn) | -8.4 | -2.5 | 1 | 0.7 | 1 | 1 | 1.1 | 1 | 2.9 | 3.8

Screens (PubChem BioAssay)
